Bioassay records as filed in PubChem.
HCV NS3 hel inh: inhibitors of HCV NS3 helicase, primary screen, biochemical, Cy5 molecular beacon fluorescence; Hepatitis C virus NS3 helicase; NS3 helicase DNA unwinding; inhibition, % at 10.9 µM; 290,000 tested, 0.56% active;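 active = inhibition above the mean of all tested compounds plus 3 SD, set per campaign, cut at about 35% in these data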;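 also: 0% = DMSO wells and 100% = thioflavine S control wells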
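System: NS3 helicase fragment of HCV / Schedule: 1 h at 25 °C / Control set: DMSO alone as 0% and 110 µM thioflavine S as 100% / Reagent: Cy5/quencher beacon DNA duplex and ATP to start / Technique: Cy5 fluorescence / Replication: singlicate / Evaluation: % inhibition of end-to-start signal ratio versus controls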
GalR3 antag: GalR3 antagonists in HEK293 cells, primary screen, cell-based, fluorescence readout | HEK293 GalR3-CNG cAMP membrane potential fluorescence; galR3 body fused to GalR1 C-terminus | inhibition, % at 3 µM | 360,000 tested, 0.44% active | AID 651719, 2012;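 active = inhibition above the screen-wide average plus 3 SD, cut at about 13% in these data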;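 also: forskolin and galanin both at EC90 stimulate the cells; cAMP rise reported by CNG channel membrane potential dye signal; 0% = forskolin plus galanin with DMSO and 100% = forskolin alone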
IMP-1 inhibitor: IMP-1 metallo-beta-lactamase inhibitors, primary screen, biochemical, epi-absorbance readout, Pseudomonas aeruginosa enzyme. metallo-beta-lactamase IMP-1 (Pseudomonas aeruginosa). purified IMP-1, nitrocefin hydrolysis, epi-absorbance fluorescence. inhibition, % at 5.6 µM. 290,000 tested, 0.45% active. AID 1556, 2009;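 active = inhibition above the mean plus 3 SD of all compounds in the same screening run, cut at about 4.5% in these data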;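 also: 0% = IMP-1 with DMSO and 100% = DMSO wells lacking enzyme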
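System: purified IMP-1 / Input: IMP-1 dispensed at 0.2 nM / Medium: 50 mM HEPES pH 7.1, 50 µM ZnSO4, 0.05% Brij 35 / Timing: 15 min enzyme–compound preincubation, then 25 min nitrocefin reaction, 25 °C / Technique: plate fluorescence quenching by hydrolysis product, ex 480/em 530 nm / Repeats: singlicate testing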
VIM-2 inh: VIM-2 metallo-beta-lactamase inhibitors, primary screen, biochemical, epi-absorbance readout, Pseudomonas aeruginosa enzyme; purified VIM-2, nitrocefin hydrolysis, epi-absorbance fluorescence; inhibition, % at 5.6 µM; 290,000 tested, 0.89% active; AID 1527, 2009;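 active = inhibition above the mean of all tested compounds plus 3 SD, cutoff set per screening run, cut at about 7.5% in these data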;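 also: red hydrolysis product quenches plate fluorescence so inhibitors raise well fluorescence; 0% = enzyme with DMSO and 100% = DMSO without enzyme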
IDE cell inh: human IDE inhibitors in live cells, primary screen, fluorescence polarization, HEK cells, FAbetaB substrate | FAbetaB cleavage | AID 434962, 2010 | 320,000 tested, 0.41% active | inhibition, % at 5.59 µM | Insulin-degrading enzyme (Homo sapiens), P14735;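 active = percent inhibition above the average of all tested compounds plus 3 SD, set per screening campaign, cut at about 16% in these data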;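 also: IDE supplied by intact live HEK cells; FP after avidin binding of uncleaved biotin substrate so inhibition keeps polarization high; 0% = DMSO wells and 100% = 60 µM reference IDE inhibitor Ii1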
Target sequence (P14735 whole entry, looked up): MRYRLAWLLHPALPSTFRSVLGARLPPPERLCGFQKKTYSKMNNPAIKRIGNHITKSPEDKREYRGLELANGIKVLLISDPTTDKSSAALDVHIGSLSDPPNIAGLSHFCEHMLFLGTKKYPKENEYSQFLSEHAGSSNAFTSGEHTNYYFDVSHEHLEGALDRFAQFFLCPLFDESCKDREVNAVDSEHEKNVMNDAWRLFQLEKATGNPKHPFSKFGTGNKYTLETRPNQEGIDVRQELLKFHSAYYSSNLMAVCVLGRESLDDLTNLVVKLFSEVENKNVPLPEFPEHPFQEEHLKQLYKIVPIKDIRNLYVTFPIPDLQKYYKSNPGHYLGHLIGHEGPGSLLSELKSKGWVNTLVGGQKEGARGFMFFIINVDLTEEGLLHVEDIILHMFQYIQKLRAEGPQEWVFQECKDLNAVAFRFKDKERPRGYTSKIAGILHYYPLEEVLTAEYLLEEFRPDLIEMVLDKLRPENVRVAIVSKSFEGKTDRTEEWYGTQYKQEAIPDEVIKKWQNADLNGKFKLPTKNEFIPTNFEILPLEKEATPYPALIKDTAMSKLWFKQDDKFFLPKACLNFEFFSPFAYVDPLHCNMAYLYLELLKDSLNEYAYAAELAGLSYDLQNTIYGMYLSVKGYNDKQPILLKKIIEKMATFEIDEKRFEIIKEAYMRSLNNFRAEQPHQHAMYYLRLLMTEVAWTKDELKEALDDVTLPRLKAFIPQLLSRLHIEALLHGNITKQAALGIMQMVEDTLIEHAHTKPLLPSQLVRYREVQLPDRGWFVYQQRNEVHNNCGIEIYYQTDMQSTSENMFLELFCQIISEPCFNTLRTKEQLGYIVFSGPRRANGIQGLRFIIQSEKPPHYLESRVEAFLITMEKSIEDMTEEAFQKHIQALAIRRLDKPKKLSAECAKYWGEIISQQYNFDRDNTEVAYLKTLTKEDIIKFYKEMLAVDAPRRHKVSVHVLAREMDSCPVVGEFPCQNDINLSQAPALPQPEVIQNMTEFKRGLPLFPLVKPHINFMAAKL
p-CIP stab down: p/CIP-EGFP fusion destabilizers, primary screen, fluorescence, F442A cells; 290,000 tested, 0.01% active; 16 h; Q05BA5; decrease of EGFP signal, % at 10 µM;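 active = EGFP signal decrease of at least 30% at 10 µM or well 3 SD below plate mean, unless failing retest; inactive = the rest, including hits failing retest or dose response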; also: some compounds called inactive have numbers as strong as hits; many of its hits are not listed in these tables
CRFBP-R2 block: antagonists of CRF-BP/CRF-R2 complex, primary screen, cell-based, HEK293, calcium dye fluorescence, uHTS; CRF-induced calcium fluorescence; inhibition, % at 11.8 µM; 350,000 tested, 0.59% active; AID 588475, 2011;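 active = inhibition of the ligand-induced calcium signal above about 50% at the single tested concentration, limit read from the data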
IDE act: human IDE activators in live cells, primary screen, fluorescence polarization, HEK cells, FAbeta-B substrate | FAbeta-B cleavage; 0% vehicle, 100% cell-free pure enzyme wells | AID 493087, 2011 | Insulin-degrading enzyme (Homo sapiens), P14735 | activation, % at 5.96 µM | 340,000 tested, 0.073% active;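 active = activation above the mean of all tested compounds plus 3 SD, set per screening campaign, cut at about 17% in these data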
SUMO HTRF inh: inhibitors of in vitro SUMOylation cascade, primary screen, biochemical, HTRF, uHTS | HTRF SUMOylation assay, SAE1/SAE2 + UBC9 | 290,000 tested, 0.36% active | SUMO-conjugating enzyme UBC9 (Homo sapiens), P63279 | inhibition, % at 35 µM; in the data active = inhibition above about 50%, passing the limit was not always enough; also: strong numbers were not always called active
* marks the source's active call; other numbers are inactive results; / = not tested or not shown.

SMILES	HCV NS3 hel inh	GalR3 antag	IMP-1 inhibitor	VIM-2 inh	IDE cell inh	p-CIP stab down	CRFBP-R2 block	IDE act	SUMO HTRF inh
COc1ccc(CCn2c(-c3ccc(C(C)(C)C)cc3)n[nH]c2=S)cc1OC	-4	-4	-2.0	-0.9	5	-4	-8	-1	-14
N#CCC(=O)Nc1ccc(C(=O)NCC2(N3CCOCC3)CCCCC2)cc1	/	-4	/	/	5	/	-1	-1	/
COc1cc(OC)cc(C(=O)NCCN2C(=O)S/C(=C\c3cccs3)C2=O)c1	12	-3	0.0	1.0	10	10	-3	-4	8
CCCCC1(C)NC(=O)c2c(C)sc(C(=O)OCC)c2N1 (centres undefined)	5	-2	-2.3	-1.6	1	-6	-29	-2	12
COc1ccc2c(c1)C(=O)Cc1ccccc1O2	/	-4	/	/	-1	/	-9	1	/
Cn1c(SCC(=O)O)nc2ccccc2c1=O	-2	-5	-0.3	11*	4	2	-1	-4	-1
CCOc1ccccc1OCC(=O)NCc1ccco1	7	-1	-4.4	-2.7	4	-8	-2	5	9
C=CCNc1nnc(C)c2ccccc12	-10	-1	1.8	-1.3	-4	2	6	5	12
O=C(Nc1cccc(F)c1)c1sc(Cl)nc1-c1ccccc1	35	-7	-1.9	-3.8	2	-13	-16	0	-26
O=S(=O)(NCc1cn2ccccc2n1)c1cccs1	3	-6	-2.1	0.0	7	29	1	3	7
COc1ccc(CNC(=O)CN(c2cc(C)cc(C)c2)S(=O)(=O)c2c(C)noc2C)cc1	-3	2	-1.6	-1.4	-5	-10	-1	1	10
COc1ccc(/C=C(\C#N)C(=O)OCC(=O)N(C)C2CCS(=O)(=O)C2)cc1 (centres undefined)	/	-2	/	/	-1	/	-8	0	/
Cc1nc(S(=O)(=O)Cc2ccccc2Cl)nc2c1CCC2	2	27*	-2.6	-0.2	1	7	7	2	3
CC(=O)NC1CSCC1OC(C)=O (centres undefined)	9	5	-0.7	1.5	4	-5	9	4	1
CC(C)(C)NC(=O)NC(=O)COC(=O)CNC(=O)C1CCCCC1	-6	-3	-2.4	-3.3	4	9	14	-2	10
CC1=C(C(=O)Nc2ccc(F)cc2)C(c2cccc(C)c2)n2nc(CCCO)nc2N1 (centres undefined)	3	2	0.7	-3.7	1	-8	-3	-2	4
CCCCN=CC1=C(O)C(C(=O)OC)C(C)(C)CC1=O (centres undefined)	1	-2	-0.7	-3.7	-4	-2	10	4	-10
C=CCOc1c(Br)cc(CNc2ccc3[nH]c(=O)[nH]c3c2)cc1OCC	4	-7	-1.7	-0.4	2	-25	-26	-1	10
CCOC(=O)c1sc2nc(C(C)C)c3c(c2c1N)CC(C)(C)OC3	2	-4	-3.9	-0.8	7	-6	0	7	24
Cc1ccc(SCCC(=O)NC2CC2)cc1	-5	0	-0.1	-1.6	-1	-7	-4	12	12
Cc1ccc(S(=O)(=O)/N=C(/c2ccc(F)cc2)N2CCCC2)cc1	5	0	-0.3	-1.2	-3	11	1	4	1
Cc1cccc(NC(=O)CSc2cc(C)c(C#N)c3nc4ccccc4n23)c1	2	-7	-2.0	3.7	2	-2	-6	-6	-8
CC(C)(C)c1ccc(Cn2nnc3c(=O)[nH]c(C4CCCN(C(=O)Cc5cccs5)C4)nc32)cc1 (centres undefined)	-5	-7	-3.1	-1.2	-4	-10	-50	5	16
Cc1ccc(S(=O)(=O)N(C)c2ccc(N)cc2)cc1	-2	0	-2.7	-3.1	5	-6	2	0	10
COC(=O)c1ccc(C2C(Oc3ccc(OC)cc3)C(=O)N2CCc2ccc(OC)c(OC)c2)cc1 (centres undefined)	0	5	-1.5	-3.4	8	-6	6	1	32

A second format for part of the listing above.
Second line of a record – HCV NS3 hel inh, GalR3 antag, IMP-1 inhibitor, VIM-2 inh, IDE cell inh, p-CIP stab down, CRFBP-R2 block, IDE act, SUMO HTRF inh
- COc1cc(OC)cc(C(=O)NCCN2C(=O)S/C(=C\c3cccs3)C2=O)c1
    12, -3, 0.0, 1.0, 10, 10, -3, -4, 8
- Cc1nc(S(=O)(=O)Cc2ccccc2Cl)nc2c1CCC2
    2, 27*, -2.6, -0.2, 1, 7, 7, 2, 3
- CCOC(=O)c1sc2nc(C(C)C)c3c(c2c1N)CC(C)(C)OC3
    2, -4, -3.9, -0.8, 7, -6, 0, 7, 24
- Cn1c(SCC(=O)O)nc2ccccc2c1=O
    -2, -5, -0.3, 11*, 4, 2, -1, -4, -1

The list goes on:
SMILES	HCV NS3 hel inh	GalR3 antag	IMP-1 inhibitor	VIM-2 inh	IDE cell inh	p-CIP stab down	CRFBP-R2 block	IDE act	SUMO HTRF inh
Cc1nc(SCC(=O)N2CC(=O)Nc3ccccc32)c2c(C)c(C)sc2n1	7	-10	-1.9	-0.1	7	4	-43	-6	15
CC(C(=O)NC1CCCC1)N(Cc1ccco1)C(=O)c1snc(C(=O)NC2CCCC2)c1N (centres undefined)	-11	-5	-1.2	-2.6	-2	0	-6	2	-7
CCN(CC)CCOC(c1ccccc1)c1ccc(C)cc1 (centres undefined)	-7	-7	-3.3	-2.0	1	-10	-17	4	-16
NC(=O)c1ccc[n+](CCC[n+]2cccc(C(N)=O)c2)c1	-1	-2	-1.9	-4.1	5	-34	2	-5	-5
O=C(Nc1ccccc1C(=O)O)c1cccc(S(=O)(=O)Nc2ccc(Br)cc2)c1	-24	-5	-2.5	-1.3	8	-4	12	0	18
O=C(COC(=O)c1cc(S(=O)(=O)N2CCCCC2)ccc1N1CCOCC1)c1ccccc1	/	-5	/	/	2	/	12	9	/
N#CC1=C2Nc3ccccc3N2C(=O)NC1(c1ccccc1)C(F)(F)F (centres undefined)	-1	-11	-2.7	-2.7	3	-4	2	2	12
COc1ccc(C(=O)c2nc3c(n2O)CCCC3)cc1OC	1	0	-4.1	-1.9	5	2	15	3	19
O=C(COc1ccccc1)NNC(=S)NC(=O)c1ccccc1	18	-3	-3.9	-3.8	5	-30	-20	0	20
Cc1cc(-c2nnc(CCC(=O)N(C)Cc3ccsc3)o2)no1	2	-5	-1.3	-3.2	-3	1	-12	-2	-9
COc1cc2c(cc1OC)C(SC)=NC1(CCCC1)C2	-13	-5	-4.3	-3.5	0	8	6	1	20
Cc1ccc(-c2nnc(N3CCOCC3)c3ccccc23)cc1S(N)(=O)=O	/	1	/	/	2	/	-10	-2	/
Cc1noc(C(=O)NCc2ccc(F)cc2)c1Cl	-1	4	-3.8	1.6	0	3	9	6	1
O=C(COc1ccccc1Cl)N1CCc2ccccc2C1	-1	-2	-2.3	-2.6	0	6	-7	4	-6
O=S(=O)(Nc1ccc(S(=O)(=O)Nc2ccccc2)cc1)c1ccccc1	-11	-5	-2.1	0.3	-2	-2	-6	5	1
O=C(NCCC(=O)N1CCC2(CC1)NCCc1[nH]cnc12)c1cccc(Br)c1	3	-8	-1.5	-1.2	-2	-2	15	9	-8
O=C(CSc1ncn[nH]1)Nc1ccc(S(=O)(=O)Nc2ncccn2)cc1	-2	-4	-3.2	-0.2	5	-4	36	-2	5
COc1ccc(N2CCN(C(=O)c3cc4cc(Cl)ccc4[nH]3)CC2)cc1	-18	-10	-2.3	-3.6	11	-1	-44	-1	-2
CC(SCc1cc(=O)n2c([nH]c3ccccc32)c1C#N)C(=O)O (centres undefined)	4	-4	-1.3	-0.8	0	10	-5	-4	-10
COc1ccc(Cl)cc1N(CC(=O)NC1CC1)S(=O)(=O)c1ccc(C)c([N+](=O)[O-])c1	0	-1	-0.7	-0.1	-5	-11	-6	9	1
CCOC(=O)N1CCN(C(=O)CCc2c(C)nc3c(c(C)nn3-c3ccc(C)c(C)c3)c2C)CC1	3	-6	-0.8	-4.7	0	-1	18	-3	19
CC(=O)c1sc(NC(=O)CS(=O)(=O)c2ccccc2)nc1C	/	1	/	/	10	/	-5	-1	/
COc1ccc(C(=O)NC(Nc2ccccc2)C(Cl)(Cl)Cl)cc1 (centres undefined)	-6	-5	-1.4	3.3	-3	2	30	0	-23
CSc1ccc(S(=O)(=O)NCC(=O)OCC(=O)N(C)C2CCCCC2)cc1[N+](=O)[O-]	/	1	/	/	-5	/	6	-2	/
CC(=O)Nc1ccc(NC(=O)c2ccccc2N(Cc2ccccc2)S(C)(=O)=O)cc1	-1	-6	-1.9	-2.7	-2	0	4	2	3

(list continues)
SMILES	HCV NS3 hel inh	GalR3 antag	IMP-1 inhibitor	VIM-2 inh	IDE cell inh	p-CIP stab down	CRFBP-R2 block	IDE act	SUMO HTRF inh
Cc1ccc(C2C(N)C(=O)N2c2ccc(C)cc2)cc1 (centres undefined)	-29	-5	-2.7	-3.6	4	-9	16	2	13
O=C(NNc1nc(-c2ccccc2)cs1)c1ccccc1	-1	2	-0.8	1.5	-4	1	-7	-7	3
O=C(Nc1nnc(-c2ccccc2)o1)Nc1ccccc1Cl	17	-1	-2.5	-1.8	6	-9	-2	4	3
CCOc1cc(N2CCOCC2)c(OCC)cc1NC(=O)Cc1ccc(OC)c(OC)c1	-1	-4	-0.7	2.1	2	1	-8	-1	1
CCn1c(=O)cc(OCC(=O)Nc2ccccc2N2CCN(C)CC2)c2ccccc21	3	/	-2.3	0.7	-2	-16	-14	-1	21
O=C(Nc1ccccc1)Nc1ccno1	2	-2	0.3	1.4	-1	2	10	5	57*
COc1cc(CNC(C)c2ccccc2)c(Br)cc1OCC(N)=O (centres undefined)	2	-7	0.1	-2.5	-2	-8	-1	1	6
Cc1ccccc1OCC(=O)N/N=C/c1cc2ccccc2nc1Cl	-5	0	-0.3	-0.5	6	-10	-32	-4	34
Cc1occc1C(=O)N/N=C/C(Br)=C\c1ccccc1	3	-5	-3.3	-3.1	10	-13	-6	-2	15
O=c1c2ccccc2[nH]c(=S)n1CCN1CCN(Cc2ccccc2)CC1	-8	0	-1.1	-2.9	-2	-8	-5	5	14
Cc1ccc(C(=O)Nc2sc3c(c2C(=O)NCc2ccco2)CCCC3)cc1	4	-6	-1.4	-0.5	0	0	6	-4	73*
C=CC[C@H](CC(=O)NCCO)C(=O)NC[C@@H](OC(=O)[C@@H](CC=C)Cc1ccc(F)cc1)c1ccccc1	/	-9	/	/	4	/	11	0	/
Cc1cc(C)c(C#N)c(SCC(=O)NC(C)(C)C)n1	4	1	-5.7	-3.7	0	-2	16	2	4
Cc1cc(NC(=O)C2CCCN(S(=O)(=O)c3c(C)noc3C)C2)no1 (centres undefined)	2	4	-3.4	-2.8	2	-2	0	4	9
COc1ccc(OC)c2c1CCC2=O	-8	-4	-3.6	-2.9	0	8	4	3	22
OC(Cc1cccnc1)(Cc1cccnc1)c1cc2ccccc2[nH]1	9	0	-4.2	-1.2	9	5	10	4	9
O=C(CSCc1ccc(Cl)cc1)Nc1ccccc1O	-6	-5	-1.2	-0.3	7	0	7	2	11
